Source: PubChem BioAssay (several laboratories)
Dynein cargo inh = blocks dynein driven cargo transport along microtubules; 3617.4 mouse cells, GR-EGFP nuclear translocation imaging; test concentration mostly 20 µM; stimulated with dexamethasone, 1 µM; active compounds read low; 0.47% of 220,000 active; z-score, hits read low; AID 1381;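 active = plate z-score of nuclear minus cytoplasmic receptor signal below a set negative limit, without overly bright fluorescence or cell loss, cut at about -3.5 in these data, passing the limit was not always enough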;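 also: z-score of nuclear minus cytoplasmic ring GR-EGFP intensity difference per well; some compounds called inactive have numbers as strong as hits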
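Medium: Induction medium lacking tetracycline, stripped serum | Probe or stimulus: 1.0 µM final dexamethasone stimulus | Schedule: 48 h induction, then 1 h compound, then 30 min agonist, 37 °C | Signal: Automated 10x imaging of fixed Hoechst-stained cells | Evaluation: Per-cell GR-EGFP intensity, nucleus versus surrounding cytoplasmic ring, well-averaged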
Yfh1-off respiration = enhancers of respiration in Yfh1-depleted yeast, dose response, Friedreich's ataxia, plus single-dose screen (AID 1465). S. cerevisiae Yfh1-off respiration, WST-1 reduction, 72 h; higher fold induction means a stronger effect. fold induction at 50 µM; hits with a dose series show EC50 in µM. 0.074% of 220,000 active;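 active = fold induction of absorbance versus untreated yeast above a set limit, then at least 30% activation at any dose in follow-up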;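 also: activators that raise dye reduction in frataxin-depleted yeast; strong numbers were not always called active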
b-catenin transl = modulators of beta-catenin nuclear translocation. nuclear translocation activity, % at 5 µM. 0.3% of 190,000 active. HeLa beta-catenin nuclear translocation, immunofluorescence imaging. AID 1665;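 active = nuclear translocation activity above 50% at 5 µM, with a well cell count of 50 or more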;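 also: per-cell ratio of nuclear to cytoplasmic median beta-catenin stain intensity; plate controls were DMSO negative control for no effect and GSK-3 inhibitor IX positive control for full effect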
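Test system: human HeLa cell line; Doses: 5 µM primary, 0.02–20 µM confirmation; Incubation: 24 h compound exposure, 37°C; Detection: beta-catenin immunofluorescence imaging with DAPI; Read-out: beta-catenin nuclear/cytoplasmic ratio, % activation.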
Dynein cargo inh cytoplasmic EGFP = also measured in Dynein cargo inh; calls as there; z-score; measured here: cytoplasmic GR-EGFP intensity; active compounds read high
Dynein cargo inh nuclear GR-EGFP = also measured in Dynein cargo inh; calls as there; z-score; measured here: nuclear GR-EGFP intensity;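 lower value marks the stronger effect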
Dynein cargo inh cell count = second read-out of Dynein cargo inh, no call of its own (marks repeat the call); z-score; measured here: cell count per field
b-catenin transl cell count 5 µM = recorded beside b-catenin transl, whose call it bears; cell count; measured here: cell count, cytotoxicity flag
The depositor's hits bear a star; i = inactive; x = no result given. Some of the compounds tested (hit frequency here may not be typical).

(1) COc1ccc2[nH]cc(C3=CCNCC3)c2c1
(2) c1ccc2c(N3CCNCC3)cccc2c1
(3) COC(=O)C1=C(c2ccc(S(C)(=O)=O)cc2)C[C@@H]2CC[C@H]1N2C(=O)NCCCOC(C)C
(4) C[N+]1(C)CCC(OC(=O)C(c2ccccc2)c2ccccc2)CC1
(5) COC(=O)C1=C(c2cccc(OC)c2OC)C[C@@H]2CC[C@H]1N2C(=O)NC1CC1
(6) COC(=O)C1=C(c2cc3ccccc3o2)C[C@@H]2CC[C@H]1N2C(=O)NCc1ccco1
(7) CCCNC(=O)N1[C@H]2CC[C@@H]1C(C(=O)OC)=C(c1cc3ccccc3s1)C2
(8) Nc1ncnc2c1ccn2[C@@H]1O[C@H](CO)[C@@H](O)[C@H]1O
(9) CNCC(O)c1cc(F)c(OCc2ccccc2)c(OCc2ccccc2)c1F (stereo not given)
(10) COC(=O)C1=C(c2ccccc2)C[C@@H]2CC[C@H]1N2C(=O)N1CCOCC1

| assay / entry | 1 | 2 | 3 | 4 | 5 | 6 | 7 | 8 | 9 | 10 |
| --- | --- | --- | --- | --- | --- | --- | --- | --- | --- | --- |
| Dynein cargo inh | x | x | x | x | x | x | x | x | x | x |
| Dynein cargo inh cytoplasmic EGFP | x | x | x | x | x | x | x | x | x | x |
| Dynein cargo inh nuclear GR-EGFP | x | x | x | x | x | x | x | x | x | x |
| Dynein cargo inh cell count | x | x | x | x | x | x | x | x | x | x |
| Yfh1-off respiration | i | i | i | i | i | i | i | i | i | i |
| b-catenin transl | x | x | x | x | x | x | x | x | x | x |
| b-catenin transl cell count 5 µM | x | x | x | x | x | x | x | x | x | x |

(11) CCCNC(=O)N1[C@H]2CC[C@@H]1C(C(=O)OC)=C(c1cccc(OC)c1OC)C2
(12) COC(=O)C1=C(c2cc3ccccc3o2)C[C@@H]2CC[C@H]1N2C(=O)NCc1ccccc1
(13) O=C(O)CC[N+](=O)[O-]
(14) COc1ccc2c(c1)[C@]13CCCCC1C(C2)N(C)CC3 (stereo not given in full)
(15) CCNc1nc(NC(C)(C)C)nc(SC)n1
(16) C[C@]12CC[C@H](O)CC1=CC[C@@H]1[C@@H]2CC[C@]2(C)C(=O)CC[C@@H]12
(17) Cn1cnc(CCN)c1
(18) CC(C)N1OC2CC1c1nc3ccccc3n1C2 (stereo not given)
(19) c1ccc2nc(OCCN3CC3)ccc2c1
(20) COc1ccccc1C1C([N+](=O)[O-])=C(N)Oc2c1c(=O)oc1ccccc21 (stereo not given)

| assay / entry | 11 | 12 | 13 | 14 | 15 | 16 | 17 | 18 | 19 | 20 |
| --- | --- | --- | --- | --- | --- | --- | --- | --- | --- | --- |
| Dynein cargo inh | x | x | x | x | x | x | x | 1.1 | -0.32 | -0.29 |
| Dynein cargo inh cytoplasmic EGFP | x | x | x | x | x | x | x | -0.61 | -0.19 | -0.23 |
| Dynein cargo inh nuclear GR-EGFP | x | x | x | x | x | x | x | 0.72 | 0.27 | -0.067 |
| Dynein cargo inh cell count | x | x | x | x | x | x | x | -0.95 | 0.38 | 0.32 |
| Yfh1-off respiration | i | i | i | i | i | i | i | i | i | i |
| b-catenin transl | x | x | x | x | x | x | x | -1.1 | 0.4 | -0.4 |
| b-catenin transl cell count 5 µM | x | x | x | x | x | x | x | 1033 | 1164 | 1346 |

(21) Cc1cc(OCCN2CC2)c2ccccc2n1
(22) O=C(O)c1cccc(N=Nc2c(O)[nH]c(=O)[nH]c2=O)c1
(23) Cc1ccc(NC(=O)c2cc(-c3ccccc3)n(CCCN3CCOCC3)c2C)cc1
(24) CC[C@@]1(O)C(=O)OCc2c1cc1n(c2=O)Cc2cc3ccccc3nc2-1

| assay / entry | 21 | 22 | 23 | 24 |
| --- | --- | --- | --- | --- |
| Dynein cargo inh | 0.074 | 0.51 | 2 | -0.063 |
| Dynein cargo inh cytoplasmic EGFP | -0.25 | -0.25 | -0.18 | -0.021 |
| Dynein cargo inh nuclear GR-EGFP | 0.45 | 0.35 | 0.78 | 0.43 |
| Dynein cargo inh cell count | 0.057 | 0.62 | -2.1 | 0.012 |
| Yfh1-off respiration | i | i | i | i |
| b-catenin transl | 1.0 | 2.4 | 2.1 | -0.6 |
| b-catenin transl cell count 5 µM | 1222 | 1136 | 851 | 793 |

Nos. 14 through 24, reprinted for reference:
(14) COc1ccc2c(c1)[C@]13CCCCC1C(C2)N(C)CC3 (stereo not given in full)
(15) CCNc1nc(NC(C)(C)C)nc(SC)n1
(16) C[C@]12CC[C@H](O)CC1=CC[C@@H]1[C@@H]2CC[C@]2(C)C(=O)CC[C@@H]12
(17) Cn1cnc(CCN)c1
(18) CC(C)N1OC2CC1c1nc3ccccc3n1C2 (stereo not given)
(19) c1ccc2nc(OCCN3CC3)ccc2c1
(20) COc1ccccc1C1C([N+](=O)[O-])=C(N)Oc2c1c(=O)oc1ccccc21 (stereo not given)
(21) Cc1cc(OCCN2CC2)c2ccccc2n1
(22) O=C(O)c1cccc(N=Nc2c(O)[nH]c(=O)[nH]c2=O)c1
(23) Cc1ccc(NC(=O)c2cc(-c3ccccc3)n(CCCN3CCOCC3)c2C)cc1
(24) CC[C@@]1(O)C(=O)OCc2c1cc1n(c2=O)Cc2cc3ccccc3nc2-1

| assay / entry | 14 | 15 | 16 | 17 | 18 | 19 | 20 | 21 | 22 | 23 | 24 |
| --- | --- | --- | --- | --- | --- | --- | --- | --- | --- | --- | --- |
| Dynein cargo inh | x | x | x | x | 1.1 | -0.32 | -0.29 | 0.074 | 0.51 | 2 | -0.063 |
| Dynein cargo inh cytoplasmic EGFP | x | x | x | x | -0.61 | -0.19 | -0.23 | -0.25 | -0.25 | -0.18 | -0.021 |
| Dynein cargo inh nuclear GR-EGFP | x | x | x | x | 0.72 | 0.27 | -0.067 | 0.45 | 0.35 | 0.78 | 0.43 |
| Dynein cargo inh cell count | x | x | x | x | -0.95 | 0.38 | 0.32 | 0.057 | 0.62 | -2.1 | 0.012 |
| Yfh1-off respiration | i | i | i | i | i | i | i | i | i | i | i |
| b-catenin transl | x | x | x | x | -1.1 | 0.4 | -0.4 | 1.0 | 2.4 | 2.1 | -0.6 |
| b-catenin transl cell count 5 µM | x | x | x | x | 1033 | 1164 | 1346 | 1222 | 1136 | 851 | 793 |
